From PubChem BioAssay
uPA surface inh: blocks generation of uPA at the cell surface | cell surface uPA generation assay, qHTS | Potency, µM (titrated, usually from 38.3 µM), inactives show top-dose activity change, negative = inhibition, usual class: inhibitors | 0.31% of 330,000 active; active means well fitted inhibition curve with a large enough effect; inconclusive means small, poorly fitted or top-dose-only effect; inactive means no such curve, though single readings can be large or run the other way; tested in mouse RAW 264.7 cells; further: potency means the concentration at half of the fitted maximal effect; nearly all actives have a fitted effect of over 55% in size
Giardia killer: kills Giardia lamblia | Giardia lamblia trophozoite viability | activity change, % at 7.66 µM, hits read low | 0.15% of 340,000 active; in the data active means activity change below about -80%; inconclusive means between about -30% and that limit;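 further: parasites exposed to compound for two days anaerobically before the ATP read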
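Compounds were tested on trophozoites seeded at 100 cells/well and held 48 hrs at 37 deg C anaerobically. An ATP-based luminescent kit measured the remaining live cells.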
Chronic BCR inh: inhibitors of chronic active B-cell receptor signaling. 0.05% of 340,000 active. ABC-DLBCL IkBa-CBG/CBR reporter, luminescence ratio, 4 h. Potency, µM (series often up to 46.1 µM), for the others: at the highest dose ratio change, negative = lower green/red ratio, usual class: inhibitors; active means well fitted inhibition curve with a large enough effect in the signal ratio, with a control signal flat, not every such curve was filed as active; inconclusive means small, poorly fitted or top-dose-only effect, or effect the other way, or a change in a side signal; the % refers to the signal ratio;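 further: potency means the concentration at half of the fitted maximal effect; plate controls were basal doxycycline-induced cells for no effect and cells given 10 µM MG132 for full effect; MG132 reads +100%, hits lower the ratio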
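Cell line TMD8 (human ABC DLBCL), stably expressing tet-inducible CBG68-IkBa fusion and CBR; IMDM/0.5% FBS; cpd up to 46 uM; dox induction, 4 h, 37C/5% CO2; dual luminescence; green/red ratio; MG132 control.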
Eya2 inh: blocks the phosphatase activity of human Eya2. O00167. 0.006% of 330,000 active. recombinant Eya2, OMFP fluorescence dephosphorylation (OMFP is methylfluorescein phosphate). AID 488837. Potency, µM (series often up to 76.9 µM), without a hit: at the top dose activity, negative = inhibition, hits mostly inhibitors; further: potency means the concentration at half of the fitted maximal effect
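Eya2 (0.2 uM) preincubated 10 min at ambient with compound, then OMFP substrate added at 50 uM; 10 min reaction in 50 mM HEPES pH 7.5, 50 mM NaCl, 5 uM MgCl2, 0.05% BSA, 1 mM DTT. Fluorescence read at Ex 485/Em 525 nm.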
B2AR arrestin: recruits beta-arrestin to the human beta2-adrenergic receptor; P07550; beta-arrestin recruitment to beta2AR, cell-based reporter; 0.02% of 330,000 active; Potency, µM (series often up to 46.1 µM), without a hit: top-dose activation, actives largely listed as activators; AID 492947;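 further: potency means the concentration at half of the fitted maximal effect; 0% = DMSO controls and full agonism = EC100 isoproterenol or metaproterenol; nearly all actives have a fitted effect of over 65% in size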
KCNH2 3.1 block: KCNH2 3.1 (human) potassium channel inhibition; U2OS KCNH2 3.1, thallium flux FluxOr; active compounds read low; activity change, % (tested at about 1.8 µM); 0.95% of 340,000 active; AID 720553;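 active means maximum activity change below -70%; inconclusive means maximum activity change from -70% to -50%; inactive means maximum activity change above -50%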;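 further: thallium influx rate constant from kinetic fluorescence after stimulation buffer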
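We transduce U2OS cells with the mutant 3.1 virus, culture them overnight, load FluxOr with Red40 quencher for 45 min, then add stimulation buffer and read kinetically for 2 min to derive a normalized rate constant.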
hERG WT inh: blocks the wildtype human KCNH2 potassium channel. U2OS, BacMam KCNH2, thallium flux FluxOr; active compounds read low. activity change, % at 1.84 µM. 0.37% of 340,000 active. AID 720551;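 active means maximum activity change below -70%; inconclusive means maximum activity change between -70% and -50%; inactive means maximum activity change above -50%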
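U2OS cells were transduced with wild-type KCNH2 virus (2.03 x 10^8 / mL) for 4 h at room temperature, then cultured overnight at 37 C. Thallium flux was read with FluxOr dye. Rate constants were normalized to DMSO controls.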
PKM2 act: activators of human pyruvate kinase M2; P14618; purified PKM2, Kinase-Glo ATP luminescence, activation; response scale: 0% is enzyme alone, no compound; Potency, µM (doses to about 57.5 µM), for the others: at the highest dose activation, actives largely listed as activators; 0.34% of 260,000 active; AID 1631; further: potency means the concentration at half of the fitted maximal effect; nearly all actives have a fitted effect of over 55% in size
Target sequence (P14618 whole entry, looked up): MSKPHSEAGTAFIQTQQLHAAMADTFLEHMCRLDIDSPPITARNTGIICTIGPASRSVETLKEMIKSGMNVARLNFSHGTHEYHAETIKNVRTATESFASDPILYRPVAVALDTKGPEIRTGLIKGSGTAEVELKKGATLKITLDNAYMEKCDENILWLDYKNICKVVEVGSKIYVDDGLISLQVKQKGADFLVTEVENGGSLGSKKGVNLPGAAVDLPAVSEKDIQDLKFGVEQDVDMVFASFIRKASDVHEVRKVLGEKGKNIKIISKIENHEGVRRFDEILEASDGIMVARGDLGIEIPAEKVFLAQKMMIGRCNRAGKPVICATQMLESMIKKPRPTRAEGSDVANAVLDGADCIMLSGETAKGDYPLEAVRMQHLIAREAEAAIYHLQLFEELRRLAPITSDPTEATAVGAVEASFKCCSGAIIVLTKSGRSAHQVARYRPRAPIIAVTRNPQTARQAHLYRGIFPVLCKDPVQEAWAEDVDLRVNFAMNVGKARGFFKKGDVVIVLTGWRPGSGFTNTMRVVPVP
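hPK-M2, >95% pure; 0.1 mM ADP / 0.5 mM PEP final; imidazole pH7.2 buffer w/ 7 mM MgCl2, 50 mM KCl; 1 h RT; Kinase-Glo lum. Intermediate enzyme activity for dual inhibitor/activator qHTS.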
USP2a block: USP2a (human) protease inhibition. USP2 core, Ub-CHOP2 coupled fluorogenic reporter, 485/531. Potency, µM (doses to about 38.3 µM), inactives show top-dose activity change, negative = inhibition, most hits filed as inhibitors. AID 463254. O75604. 0.01% of 330,000 active;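 further: potency means the concentration at half of the fitted maximal effect; plate controls were DMSO wells for no effect and full inhibition by NEM control for full effect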
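Cell-free coupled assay: 10nM USP2 core preincubated 30min RT with compound in Tris-HCl pH 8.0/CaCl2/CHAPS buffer, then 25nM Ub-CHOP2 and 25nM reporter substrate; fluorescence (Ex 485/Em 531) read after 60min RT, normalized to NEM inhibition, concentration-response curves fitted.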
GALK inh: galactokinase (human) inhibition. Potency, µM (top dose mostly 57.5 µM), without a hit: top-dose activity change, negative = inhibition, hits mostly inhibitors. AID 1868. Purified GALK, Kinase-Glo residual ATP luminescence. 0.007% of 270,000 active; further: potency means the concentration at half of the fitted maximal effect
Target sequence (P51570 whole entry, looked up): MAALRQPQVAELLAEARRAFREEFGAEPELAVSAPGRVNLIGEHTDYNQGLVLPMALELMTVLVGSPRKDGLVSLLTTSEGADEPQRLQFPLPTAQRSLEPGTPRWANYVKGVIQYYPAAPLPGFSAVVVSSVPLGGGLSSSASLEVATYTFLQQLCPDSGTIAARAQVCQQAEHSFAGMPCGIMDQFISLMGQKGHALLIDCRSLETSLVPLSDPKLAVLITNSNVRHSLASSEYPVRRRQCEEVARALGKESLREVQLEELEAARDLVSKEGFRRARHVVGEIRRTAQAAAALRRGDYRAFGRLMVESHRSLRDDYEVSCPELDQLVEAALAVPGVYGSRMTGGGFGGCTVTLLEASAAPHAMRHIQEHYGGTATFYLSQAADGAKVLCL
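The enzyme phosphorylates galactose (100 uM) using ATP (35 uM); inhibition is detected as higher residual ATP, quantified by bioluminescence after 1 h reaction at room temperature, pH 8.0.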
Coupling enz: inhibits coupling enzyme system, counter-screen for aldolase hits. activity change, negative = inhibition, % at 58.2 µM, hits read low. 0.67% of 290,000 active. coupling enzyme system counterscreen, AmpLite Red fluorescence; in the data active means activity change below about -30%
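Activity here indicates interference with the coupling reaction, not aldolase inhibition. Compounds at 57.5 uM final met coupling enzymes for 10 min at RT; substrate and AmpLite Red detection followed, with a 525/598 nm fluorescence read after 20 min.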
The depositor's hits bear a star; ? = inconclusive; . = not tested or not shown; [ ] = dose if it differs, or a comment. Unless noted, the call rests on the fitted dose curve; in most records, active means well fitted curve in the direction sought with a large enough effect; inconclusive means small, poorly fitted or top-dose-only effect, or another doubt; inactive means no such curve, though single readings can be large; an effect the other way counts as inactive or inconclusive. Unless noted, on the % scale 0 is the no-effect control and ±100 the full control effect.

SMILES	uPA surface inh	Giardia killer	Chronic BCR inh	Eya2 inh	B2AR arrestin	KCNH2 3.1 block	hERG WT inh	PKM2 act	USP2a block	GALK inh	Coupling enz
Cc1cc(C(=O)C(C)OC(=O)c2cnccn2)c(C)n1-c1ccccc1 (stereo unspecified)	-1%	-5	?	2%	0.4%	-7	0	.	-7%	.	.
CCN1C(=O)N(CC)C2NC(=S)NC21 (stereo unspecified)	0%	7	?	-11%	-0.3%	5	-11	5%	1%	2%	5
O=C1CN=C(Nc2ccccc2Cl)N1Cc1ccc2c(c1)OCO2	1%	-5	?	-1%	-0.4%	-1	2	6%	0%	-2%	1
CCOC(=O)c1cnc2ccc(C)cn2c1=O	15%	4	11%	-7%	-0.5%	2	2	8%	-3%	2%	5
COc1ccccc1Nc1nc(-c2ccccc2)nc2ccccc12	-29%	11	5%	3%	-0.3%	-24	.	-10%	4%	-1%	-4
O=C(COC(=O)COc1ccccc1[N+](=O)[O-])NC1CCCCC1	-12%	2	-8%	-21%	-0.2%	1	19	.	0%	.	.
CCN(CC(=O)NC1CCS(=O)(=O)C1)C(=O)c1ccc(OC)c([N+](=O)[O-])c1 (stereo unspecified)	11%	30[activator]	1%	-16%	0.4%	-19	-4	.	6%	.	.
Cc1cc(C)cc(C(=O)OCC(=O)NCc2ccco2)c1	-2%	-3	-5%	-1%	-0.5%	-5	-2	.	0%	.	.
NC1=NC(=O)/C(=C/c2c(OS(=O)(=O)c3ccc(Cl)cc3)ccc3ccccc23)S1	1%	-17	-1%	-8%	-1.1%	0	-3	2%	-1%	1%	1
Cc1csc(NC(=O)CN(C)S(=O)(=O)c2cccc3cccnc23)n1	1%	-6	-8%	-3%	0.1%	-12	-4	14%	-2%	2%	3
CCn1nnnc1NCc1c(OC)ccc2ccccc12	-4%	-2	0%	-1%	-0.9%	5	6	-1%	12%	-1%	0
CC(=O)c1cccc(NC(=O)C(C)N2CCc3ccccc3C2)c1 (stereo unspecified)	0%	4	?	6%	0.1%	-3	0	-2%	-13%	1%	0
CCc1ccc([C@@H]2CC=C(C(=O)O)[C@H](c3ccccc3F)N2S(=O)(=O)c2ccc(C)cc2)cc1	-14%	-2	-2%	-8%	0.1%	-5	43	.	4%	.	.
Cc1nn(-c2ccccc2)c2c1C1(C(=O)N(C)c3ccccc31)N(c1ccccc1)C(=O)N2 (stereo unspecified)	-1%	-4	?	10%	-0.3%	-4	-1	10%	0%	5%	0
COc1ccc(NC(=O)C2CCN(C(=O)Nc3ccccc3)CC2)cc1S(=O)(=O)N(C)C	1%	8	?	11%	?	20	-45	.	2%	.	.
O=C(NCc1cccc(Cl)c1)c1cccc(OC2CCN(C(=O)C3CC3)CC2)c1	-3%	5	?	-3%	-0.4%	.	20	5%	-9%	-2%	.
COc1cccc(-n2c(SCC(=O)N3CCc4ccccc43)nnc2-c2c[nH]c3ccccc23)c1	13%	3	-1%	1%	-0.7%	-10	-16	-6%	1%	.	3
CC(C)OC(=O)CCCN1C(=O)c2ccc(N)cc2C1=O	1%	-3	12%	18%	0.5%	4	-1	0%	1%	-1%	2
OC(COc1ccccc1)Cn1cc(Br)cn1 (stereo unspecified)	6%	11	2%	12%	-0.1%	4	0	0%	0%	0%	3
CC(C)n1nnnc1-c1cc(Cl)cc(Cl)c1	.	-2	-7%	-3%	0.0%	2	2	-4%	3%	.	0
CC(=O)N1CCc2cc(S(=O)(=O)NC(CC(C)C)C(=O)Nc3cc(C(=O)O)ccc3C)ccc21 (stereo unspecified)	3%	8	3%	14%	-0.2%	7	0	-3%	1%	0%	4
COc1ccc(-c2nn(-c3ccccc3C)cc2CNC(C)c2cn(C)nc2C)cc1F (stereo unspecified)	2%	12	?	1%	-0.4%	15	4	-1%	0%	-2%	1
CCC(C)(C)NC(=O)C(c1ccc(O)cc1)N(C(=O)Cn1nnc2ccccc21)c1ccc(NC(C)=O)cc1 (stereo unspecified)	-7%	10	-7%	7%	-0.6%	20	1	1%	3%	0%	-5
Cc1cc(C)n(-c2cc(C(=O)O)cc(C(=O)O)c2)n1	20%	8	-1%	7%	-0.3%	11	.	-27%	-1%	-1%	0
COC(=O)CNC(=O)c1cc(-c2ccncc2)nc2ccc(C)cc12	-3%	-2	9%	-6%	0.2%	-13	-17	2%	2%	-3%	.
Cc1cccc(CSc2ncnc3nc[nH]c23)c1	-9%	2	-4%	-2%	-0.4%	-3	-16	10%	-1%	-4%	-1
CCCCn1c(SCC(=O)NC(=O)Cc2ccccc2)nc2ccccc2c1=O	0%	-12	0%	-4%	0.1%	4	1	.	0%	.	.
Cc1cc(C)nc(NS(=O)(=O)c2ccc(NC(=O)c3cccs3)cc2)n1	0%	15	?	17%	0.3%	-10	-1	22%	4%	-5%	2
CCN(CC)CCCNC(=O)C1c2ccccc2C(=O)N(C)C1c1ccc(OC)cc1 (stereo unspecified)	3%	13	-8%	4%	0.3%	-5	5	-1%	1%	2%	2
O=C(Nc1ccccc1Oc1cccnc1)C1CCCN(C/C=C/c2ccccc2)C1 (stereo unspecified)	-10%	-4	-3%	8%	-0.8%	-85*	-19	3%	-6%	-2%	.
O=C(CCN1C(=O)[C@@H]2Cc3ccccc3CN2C1=O)NCc1ccc(Cl)cc1	-2%	10	1%	6%	0.1%	-1	1	.	3%	-4%	.
CC1Cc2ccccc2N1C(=O)CSc1ncc(-c2ccc(F)cc2)n1C (stereo unspecified)	2%	-27	?	-5%	10%	.	19	-5%	1%	0%	1
CCC(C(=O)NC1CCCC1)N(C(=O)Cn1nnc(-c2cccs2)n1)c1cnc2ccccc2c1 (stereo unspecified)	0%	8	3%	-1%	0.2%	-9	2	3%	0%	-1%	4
CC1(C(=O)O)CCC(C(=O)NC2CCCCCC2)C1(C)C (stereo unspecified)	.	-2	4%	?	-0.3%	-12	-11	-7%	1%	4%	5
CC(NC(=O)CCN1N=C(c2ccccc2)CCC1=O)c1ccc2c(c1)OCCO2 (stereo unspecified)	.	.	-5%	-17%	0.1%	.	.	-7%	1%	1%	-2
O=C(CNc1ccc(Br)cc1)NNC1=NCCC1	-3%	4	0%	5%	-0.7%	17	14	-2%	3%	.	0
O=[N+]([O-])c1ccccc1CNCCO	16%	-9	1%	15%	0.0%	.	.	.	0%	.	.
CC(=O)Nc1c2c(nn1-c1ccccc1)CSC2	20%	16	0%	1%	0.2%	1	38	.	-2%	0%	-1
Cc1ccc(SCCCn2cnc3ccccc3c2=O)cc1	-3%	-2	12%	0%	-0.5%	-22	2	-1%	-3%	2%	0
Cc1cccc(/N=C/c2c(O)n(Cc3ccc4c(c3)OCO4)c(=O)c3ccccc23)n1	2%	-19	1%	-9%	0.0%	5	-11	5%	1%	-3%	0
Cc1cccc(C)c1N1C(=O)[C@@H]2C(c3ccccc3Cl)=NO[C@@H]2C1=O	-2%	18	-5%	-14%	-0.5%	-12	-12	-1%	-2%	12%	0
Cc1nc(C(F)(F)F)ccc1C(=O)Nc1ccc(C(F)(F)F)cn1	-2%	-1	-2%	0%	0.3%	14	-3	3%	1%	1%	2
COc1cccc(C(=O)C2CCCN(Cc3cccn3-c3cccnc3)C2)c1 (stereo unspecified)	1%	27	-1%	11%	-0.1%	-6	16	-1%	0%	1%	-1
CSc1cccc(NC(=O)CN2C(=O)COc3ccc(S(=O)(=O)N4CCOCC4)cc32)c1	9%	12	-2%	-10%	0.4%	-2	0	.	0%	7%	3
C[C@H](CO)N1C[C@H](C)[C@@H](CN(C)C(=O)Nc2ccc3c(c2)OCO3)Oc2c(NC(=O)Nc3ccc4c(c3)OCO4)cccc2C1=O	3%	12	-3%	6%	0.1%	0	8	.	6%	.	.
O=C(O)c1cc(-c2ccccc2)c(N2CCOCC2)s1	-1%	-14	?	2%	-0.8%	-6	-13	4%	3%	2%	14
C=CCc1cc(Cl)ccc1OCCCNCCO	-16%	-4	?	-9%	-1.2%	1	29	-1%	-5%	4%	3
O=C(NCc1cccnc1)c1ccc(NS(=O)(=O)c2ccccc2)cc1	1%	21	-6%	-4%	-0.6%	19	-1	8%	-3%	3%	2
Cc1ccc2[nH]c(C)c(CC(=O)NCc3ccccc3)c2c1	-2%	-18	-12%	-29%	-0.6%	13	1	-2%[11.5 µM]	0%	-4%	1
O=C(Nc1ccnc(-c2ccncc2)n1)C1CC1	-1%	-8	11%	5%	0.0%	6	-2	-1%	-14%	8%	0
Cc1ccc(Cl)c(OCC(=O)Nc2ccccc2C(=O)NC2CC2)c1	-16%	-8	-9%	-19%	-0.2%	-18	-49	-2%	-1%	2%	.
